# Bioassay records (PubChem BioAssay)
# ABHD5-PLIN5 inh: blocks binding of human ABHD5 to perilipin-5; AID 602281; Q00G26+Q8WTS1; Split G. princeps luciferase complementation, luminescence, 4 h; inhibition, % at 4 µM; 0.78% of 360,000 active;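 active means inhibition above the mean inhibition across every tested compound plus 3 SD, cut at about 22% in these data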;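 further: 0% = DMSO only wells and the 100% control is not disclosed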
# Target sequence (Q00G26 whole entry, looked up): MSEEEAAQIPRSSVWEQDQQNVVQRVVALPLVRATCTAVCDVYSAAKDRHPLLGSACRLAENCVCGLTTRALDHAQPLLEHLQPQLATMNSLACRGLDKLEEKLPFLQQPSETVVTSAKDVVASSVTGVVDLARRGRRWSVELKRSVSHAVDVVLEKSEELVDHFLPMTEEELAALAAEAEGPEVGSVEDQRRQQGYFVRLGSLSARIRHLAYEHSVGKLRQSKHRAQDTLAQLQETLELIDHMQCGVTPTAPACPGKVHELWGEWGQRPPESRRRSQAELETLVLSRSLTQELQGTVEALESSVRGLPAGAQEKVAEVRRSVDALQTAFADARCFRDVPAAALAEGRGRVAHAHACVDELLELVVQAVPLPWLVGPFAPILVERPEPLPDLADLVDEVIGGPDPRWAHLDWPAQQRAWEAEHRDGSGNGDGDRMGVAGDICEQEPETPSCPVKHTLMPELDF
# Target sequence (Q8WTS1 whole entry, looked up): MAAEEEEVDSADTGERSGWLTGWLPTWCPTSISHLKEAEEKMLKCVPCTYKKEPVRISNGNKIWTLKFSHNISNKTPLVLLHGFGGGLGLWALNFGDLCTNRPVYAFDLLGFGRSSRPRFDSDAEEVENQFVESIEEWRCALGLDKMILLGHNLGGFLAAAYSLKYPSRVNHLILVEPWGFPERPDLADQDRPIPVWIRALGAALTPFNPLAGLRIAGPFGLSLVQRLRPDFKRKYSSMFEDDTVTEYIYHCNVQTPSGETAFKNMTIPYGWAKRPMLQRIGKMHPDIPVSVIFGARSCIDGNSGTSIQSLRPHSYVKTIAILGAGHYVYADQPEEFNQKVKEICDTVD
# ABCB6 inh 2: human ABCB6 transporter inhibition. 0.19% of 360,000 active. Q9NP58. fluorescence ratio to DMSO, % at 10 µM. K562-ABCB6 porphyrin accumulation, flow cytometry, 1 h; active compounds read low;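 active means fluorescence ratio to DMSO below 75%, the collection mean minus 3 SD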;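 further: signal is porphyrin accumulated inside mitochondria; 100% equals median channel fluorescence of DMSO control wells; lower ratio means ABCB6 inhibition with less porphyrin fluorescence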
# MC4R ag barr: agonists of human melanocortin 4 receptor (MC4R) beta-arrestin; 0.98% of 360,000 active; activation, % at 8.9 µM; P32245; U2OS MC4R beta-arrestin complementation, luminescence; percent of melanotan II response, DMSO zero;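 active means activation above a per-plate cutoff, the mean activation of sample wells on that plate plus 3 SD, cut at about 8% in these data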
# HTR2A ag: mouse HTR2A agonism via beta-arrestin recruitment. activation, % at 7.6 µM. 0.66% of 360,000 active. AID 624169. CHO-K1 mHTR2A beta-arrestin complementation, luminescence; percent of 30 µM serotonin response;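 active means activation above a run cutoff, the mean activation of all tested compounds plus 3 SD, cut at about 14% in these data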;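 further: 0% = plate median of compound wells and 100% = 30 µM serotonin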
# Granule exo inh: lytic granule exocytosis inhibition; 0.66% of 360,000 active; inhibition, % at 10 µM; TALL-104 LAMP-1 surface exposure, flow cytometry; cells stimulated with thapsigargin and PMA;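 active means inhibition above about 55%, limit read from the data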
# N-glyco inh: blocks N-linked glycosylation in D54 reporter cells; 0.23% of 360,000 active; D54 ERlucT glycosylation luciferase reporter, 24 h; percent of 100 nM tunicamycin response; reporter increase, % at 12.5 µM;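 active means mean luciferase reporter signal, scaled so untreated is 0 and the glycosylation-blocking control 100, at or above a set limit in every replicate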;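 further: luciferase carries N-glycosylation sites so blocking glycosylation raises the light; 0% = median of neutral control wells and 100% = median of 100 nM tunicamycin wells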
# iPSC survival up: enhancers of human iPSC single-cell survival; hiPSC single-cell survival, ATPlite luminescence; 100% = ROCK inhibitor wells, 0% = DMSO; survival enhancement, % at 20 µM; 0.044% of 360,000 active; in the data active means survival enhancement above about 18%;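 further: cells exposed to compounds for 16 hours before the ATP read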
# MC4R antagonist: human MC4R antagonism in cAMP assay; P32245; MC4R-expressing cells, MTII-stimulated cAMP, LANCE TR-FRET; inhibition, % at 6.5 µM; 0.48% of 360,000 active;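 active means inhibition above its plate's cutoff, the mean of tested wells on that plate plus 3 SD, cut at about 29% in these data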;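 further: 0% = Melanotan II alone and 100% = Melanotan II plus saturating MCL0020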
#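 Test system: U2OS cells stably expressing human melanocortin 4 receptor (MC4R); also added: Melanotan II challenge; compound: 6.5 µM single dose; timing: 30-min compound preincubation, 1-h Melanotan II challenge, 1-h detection, room temperature; signal: Eu-cAMP/anti-cAMP TR-FRET, emission 671 nm; repeats: one well per compound, no replicates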
# Cardio protect: myocardial damage modulation in H9c2 cells | H9c2 cardiomyocytes, H2O2 injury protection, ATPLite, 2 h | protection from H2O2 cell death, % at 20 µM | 0.63% of 360,000 active | AID 588492;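 active means compounds giving at least 50% protection of heart cells from peroxide-induced death in the single-dose screen, raw or plate-pattern-corrected value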;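 further: 0% = DMSO wells with peroxide and 100% = DMSO wells without peroxide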
# aDG glyco up: alpha-DG glycosylation activation; Pro5-aDG cells, alpha-DG glycosylation AlphaScreen (IIH6); 0% Pro5, 100% B10-LARGE cell signal; 0.22% of 360,000 active; activation, % at 10 µM; AID 624168;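 active means activation of at least 8% versus controls, or a plate z-score of at least 8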;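 further: Pro5 are CHO cells carrying HIG-tagged alpha-DG that lacks glycosylation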
# The depositor's hits bear a star; nt = not tested or not shown.
SMILES,ABHD5-PLIN5 inh,ABCB6 inh 2,MC4R ag barr,HTR2A ag,Granule exo inh,N-glyco inh,iPSC survival up,MC4R antagonist,Cardio protect,aDG glyco up
CCN(CCCn1c(=S)[nH]c2ncccc2c1=O)c1ccccc1,4,97,0.6,0,-1,1,-4.0,2,3,0.0
CCn1c(SCc2nc3ccccc3s2)nc2cc(S(=O)(=O)N3CCOCC3)ccc21,4,108,-3.1,-4,2,-1,-0.3,-7,4,-0.1
CC(C)CC(NC(=O)C1CCCCC1)C(=O)NCc1ccccn1 (stereo not drawn),-1,96,0.2,-2,-4,0,-0.1,9,5,0.1
Cc1ccccc1-c1nn[nH]n1,-7,83,-3.2,5,0,0,1.7,1,-1,0.0
CC(C)C[C@@H]1Cc2[nH][nH]c(=O)c2[C@H](CCc2ccccc2)O1,-1,112,nt,-6,-6,nt,1.7,nt,nt,-0.3
Cc1ccc(C23CC4CC(CC(C(=O)NC(C)C(=O)O)(C4)C2)C3)cc1 (stereo not drawn),4,91,-0.1,1,-2,1,-0.5,-1,-1,0.1
Cn1c(=NC(=O)c2cnccn2)sc2ccccc21,-2,108,-1.4,-2,3,3,-2.8,0,-30,-0.1
CC(=O)C1C(c2ccccc2)c2c(noc2C)CC1(C)O (stereo not drawn),0,108,1.2,2,-1,1,0.7,20,6,0.0
COC(=O)c1ccc(NC(=O)CC2C(=O)N(C)C(=S)N2Cc2ccc(S(N)(=O)=O)cc2)cc1 (stereo not drawn),3,103,-1.5,-2,0,-1,-0.4,2,-3,0.1
O=C(N/N=C/c1coc2ccc(Cl)cc2c1=O)c1ccncc1,9,100,-2.3,-3,14,nt,0.3,-6,0,-0.1
CC(=O)Nc1ccc(CNc2nc3cc(-c4ccsc4)sc3c(=O)n2C)cc1,-3,97,-0.5,4,-10,-1,0.8,13,-9,-0.1
COC(=O)c1ccccc1NC(=S)NC(NC(=O)c1ccccc1[N+](=O)[O-])C(Cl)(Cl)Cl (stereo not drawn),2,97,-0.3,-3,0,2,-0.8,4,10,-0.1
Cc1cccc(NC(=S)N/N=C/c2cccc(O)c2)c1C,-5,100,-2.0,0,-6,16,-0.3,-6,-2,1.1
CC1(C)OC(=O)C(=CNC(=O)c2c(F)cccc2F)C(=O)O1,-7,99,-3.6,0,4,0,-0.5,-3,-8,0.3
Cc1c(Nc2cc(N3CCCCCC3)c3nonc3c2[N+](=O)[O-])c(=O)n(-c2ccccc2)n1C,-2,100,-1.2,-3,-11,1,-1.7,6,9,-0.7
CSc1ccccc1C(=O)OCC(=O)N1CCCCCC1,6,99,-1.7,5,-1,0,7.4,0,-3,0.1
Cc1cc(C(=O)Nc2cccc(S(=O)(=O)N3CCCC3)c2)c2ccccc2n1,-7,88,-3.1,-5,-2,0,0.0,-1,-2,0.0
COc1ccc(CN2C(=O)c3cccnc3C2=O)cc1S(=O)(=O)N1CC(C)CC(C)C1 (stereo not drawn),-11,95,0.8,4,5,0,0.1,2,-5,0.2
Cc1c(C(=O)Nc2ccccc2C(=O)N2CCCC2)cccc1[N+](=O)[O-],12,97,2.5,4,4,1,-0.8,-4,4,-0.1
Cc1sc2c(c1C)C(=O)/C(=C\Nc1ccncc1)S(=O)(=O)N2C,1,103,-0.5,3,1,2,-0.4,-3,9,-0.1
COc1ccc(CN/C=C2\CCCCC2=O)cc1,-1,100,-0.9,3,-3,1,-0.7,4,-2,-0.2
C/C(=N\NC(=S)NCc1ccccc1)c1ccc(C#N)cc1,2,96,-2.1,-2,6,1,0.5,4,0,0.8
N#CCC(=O)N/N=C/c1cc([N+](=O)[O-])ccc1N1CCOCC1,-2,98,-4.9,2,-2,0,-0.3,-1,-2,-0.4
COc1cccc2c1OC1(C)CC2NC(=O)N1c1cccc(C(=O)Nc2ccc3c(c2)OCCO3)c1 (stereo not drawn),3,104,-1.0,0,2,-7,-0.9,11,23,-0.3
CN(C(=S)NC(=O)c1ccc(Cl)cc1)C1CCCCC1,4,103,-4.2,0,0,2,-0.3,0,7,0.7

# Continuation.
SMILES,ABHD5-PLIN5 inh,ABCB6 inh 2,MC4R ag barr,HTR2A ag,Granule exo inh,N-glyco inh,iPSC survival up,MC4R antagonist,Cardio protect,aDG glyco up
COc1ccccc1-c1nn(Cc2ccccc2)cc1C(=O)N1CCN(c2ncccn2)CC1,4,92,1.0,11,-4,6,1.2,3,-2,-0.1
Cc1cccc(-c2nc(-c3ccncc3)no2)c1,-2,96,-0.8,5,2,-10,-0.6,1,-8,-0.2
COc1ccc(OCC(CO)N2CCN(c3ccccc3)CC2)cc1 (stereo not drawn),-8,93,0.4,11,-2,-1,-1.7,1,2,0.0
O=C(N/N=C/c1cn(-c2ccccc2)nc1-c1cccs1)c1ccccc1F,0,92,-2.8,-7,0,1,-2.8,-2,76*,1.0
O=C(COC(=O)[C@H](Cc1ccccc1)NS(=O)(=O)c1ccccc1F)NC1CCCCC1,-7,95,-2.8,0,-2,-1,1.2,20,5,-0.5
CC(=O)Oc1ccc(C(c2ccc(OC(C)=O)cc2)c2ccccn2)cc1,-8,96,75*,0,0,0,5.0,-31,4,0.1
CCOC(=O)C(C)Sc1nc(-c2ccco2)cc(C(F)(F)F)c1C#N (stereo not drawn),14,102,-1.8,-9,6,-1,5.2,6,-6,0.6
CCN(C(=O)CSc1nc2ccccc2c(=O)n1CCOC)C1CCS(=O)(=O)C1 (stereo not drawn),-2,95,-1.8,1,-1,3,0.0,3,-2,-0.1
Cc1ccc(NC(=S)N=Nc2c(O)n(C)c3ccc(S(=O)(=O)N4CCOCC4)cc23)cc1C,-5,93,-0.2,1,-1,4,0.9,5,10,0.0
C[C@H]([C@@H](O)[C@@H](O)[C@@H](C)C(C)(C)C)[C@H]1CC[C@H]2C3CC[C@H]4C[C@H](OS(=O)(=O)O)[C@@H](OS(=O)(=O)O)C[C@]4(C)[C@H]3CC[C@]12C (stereo partly drawn),5,98,0.1,0,9,3,-0.5,10,1,-0.2
CCCc1cc(C(=O)NCc2ccccc2)no1,1,97,-0.2,6,0,0,-1.0,3,-2,-0.5
COc1ccccc1N(C)S(=O)(=O)c1ccc(C(=O)Nc2cccc(S(=O)(=O)N3CCOCC3)c2)cc1,3,90,0.8,5,0,-7,-0.2,20,-4,0.4
CCOc1ccc(NC(=O)CN2CCN(C(=O)c3ccco3)CC2)cc1S(=O)(=O)N1CCCC1,4,93,1.0,-4,-4,0,-0.4,3,-3,0.0
COc1ccc(OCCSc2nnc(Cc3cccc4ccccc34)n2N)cc1,-3,99,-0.7,4,-1,-3,2.1,0,1,0.3
CCOC(=O)Cc1cc(=O)n2[nH]c(-c3ccc(C)cc3)cc2n1,-5,101,-0.4,-3,1,2,1.5,2,1,-0.1
Cn1nnnc1NCc1c(F)cccc1Cl,-2,109,-0.3,0,-1,-1,2.1,0,4,0.0
CC(C)[C@H](NC(=O)OC(C)(C)C)c1cc(C(=O)N2CCOCC2)c(N)s1,-18,nt,nt,3,1,nt,nt,nt,nt,0.1
CC(C)CN1C(=O)C(=Nc2cccnc2)c2ccccc21,-5,91,-4.9,-5,-1,2,-4.1,-9,2,0.1
Cc1ccc(-c2nnn(CC(=O)N(CCO)C(C(=O)NC3CCCC3)c3ccc(F)cc3)n2)o1 (stereo not drawn),-1,98,1.1,2,0,-1,3.2,25,-2,0.2
Cc1onc(-c2c(Cl)cccc2Cl)c1C(=O)N1CCN(c2ccccc2F)CC1,-3,96,-1.1,-5,-5,nt,0.0,11,-1,0.1
O=c1cc(OCc2ccccc2)cc[nH]1,5,95,-0.4,2,1,3,-3.2,1,2,-0.6
O=c1[nH]c(-c2ccncc2)nc2ccccc12,-8,100,-1.6,3,1,2,-1.8,-6,39,-0.2
CCOc1ccc(S(=O)(=O)Nc2cc(Cl)ccc2O)cc1,5,102,0.3,-2,-3,3,3.4,0,-30,0.2
COc1ccc(CN2CCC[C@]3(N[C@H](c4ccc(OC)cc4)[C@@H]4C(=O)N(Cc5ccccc5)C(=O)[C@@H]43)C2=O)cc1,2,99,0.2,8,-4,0,0.7,3,-1,0.1
Cc1ccc(C(=O)N2CCN(c3ccc([N+](=O)[O-])cc3-n3cccc3)CC2)cc1,2,98,-0.1,-4,3,-5,1.4,6,-4,-0.1

# Further records
SMILES,ABHD5-PLIN5 inh,ABCB6 inh 2,MC4R ag barr,HTR2A ag,Granule exo inh,N-glyco inh,iPSC survival up,MC4R antagonist,Cardio protect,aDG glyco up
C#Cc1ccc([C@@H]2C=C(C(=O)NC3CC3)O[C@H](OCCCCO)C2)cc1,6,98,0.4,9,0,1,-0.6,9,-4,0.3
Fc1ccc(-c2ccnc3nc(N4CCN(c5ccccc5)CC4)nn23)cc1,-2,94,-3.5,-12,5,9,4.6,-6,20,-0.1
N#CC1=C(N)Oc2n[nH]c(-c3cccs3)c2C1C1CCCCC1 (stereo not drawn),4,87,2.1,6,3,2,2.0,6,6,-0.1
c1ccc(CCN(Cc2ccccc2)C2CCN(C3CCCC3)CC2)cc1,3,93,-0.6,-5,0,-2,-0.9,12,2,0.0
N#C/C(=C/c1ccc(-c2ccc(C(=O)O)c(Cl)c2)o1)C(=O)NCC1CCCO1 (stereo not drawn),5,106,-1.2,0,-3,2,1.1,-21,-6,0.0
CC(=O)Nc1ccc2cnn(C(C)=O)c2c1,4,103,-1.2,-2,-1,1,-3.7,4,5,-0.2
CCCCOc1ccc(NC2=NC3(CCCC3)N=C(N)N2)cc1,-2,95,-1.7,-8,1,4,-1.2,-2,-3,3.1
COc1cc(OC)c(C(=O)C=Cc2ccc(OC)c(OC)c2)c(OC)c1,20,97,-1.2,1,73*,-4,-2.1,-5,12,0.7
COC(=O)CSc1cc(C(=O)c2nccn2C)c2ccccc2n1,2,84,1.1,-3,0,1,10,4,1,-0.1
CCn1nccc1C(=O)Nc1ccc(C)c(C)c1,0,103,-0.3,-2,-6,4,0.1,3,-7,0.1
O=c1[nH]c2ccc(Cl)cc2c(-c2ccccc2)c1N1CCN(CCO)CC1,9,101,1.6,0,-2,12,-2.0,6,16,2.0
CCSc1nnc(NC(=O)Cc2ccc(OC)cc2)s1,-15,89,-0.8,1,-1,2,1.0,18,-5,-0.2
CCN(CC)C(=O)CSc1nc2ccccc2c(=O)n1CCC(=O)NCCc1ccc(OC)c(OC)c1,-3,93,-0.2,2,29,-3,-0.6,17,18,-0.3
O=C(NCc1ccco1)NC12CC3CC(CC(C3)C1)C2,0,103,-2.8,2,1,-1,-1.3,1,4,-0.2
